Screens (PubChem BioAssay)
NCI-60 one-dose screen, 48 h, at 10 µM unless noted. Numbers give growth in % (100 = growth as untreated, 0 = no growth, -100 = all killed).
COLO 205: COLO 205 colon cancer. hit rate 7.3% among 79,000. AID 1794742
SW-620: SW-620 colon cancer. hit rate 5.2% among 82,000. AID 1794795
KM12: KM12 colon cancer cells. hit rate 5% among 82,000. AID 1794800
HCC-2998: HCC-2998 colon cancer | hit rate 4.7% among 79,000
HCT-116: HCT-116 colon cancer. hit rate 7.3% among 82,000. AID 1794798
HT29: HT29 colon cancer | hit rate 7.4% among 81,000 | AID 1794748
SNB-75: SNB-75 CNS cancer; hit rate 5% among 79,000; AID 1794750
HCT-15: HCT-15 colon cancer | AID 1794746 | hit rate 5.2% among 82,000
NCI-H322M: NCI-H322M lung cancer; hit rate 2.7% among 80,000; AID 1794733
* marks the source's active call; other numbers are inactive results; nt = no result given; & = joins results of further samples. Rule for the calls: active = growth percent below 10; inactive = the rest.

SMILES | COLO 205 | SW-620 | KM12 | HCC-2998 | HCT-116 | HT29 | SNB-75 | HCT-15 | NCI-H322M
CCCCCCCCn1ccc2cc(NC(=O)CN3CCN(c4nc(C)cc(N5CCCCC5)n4)CC3)ccc21 | 85 | 88 | 86 | 117 | 76 | 57 | 88 | 73 | 101
O=C1/C(=C/c2ccc(C(F)(F)F)cc2)COc2ccc(O)c(O)c21 | 12 | -46* | -31* | -39* | -35* | 8.2* | 33 | -6.5* | 50
COc1cc(N2CCOCC2)ccc1N | 117 | 100 | 105 | 115 | 104 | 93 | 71 | 106 | 122
CCOCc1c(C)cc(C)cc1C | 110 | 103 | 100 | 102 | 94 | 97 | 106 | 100 | 91
O=c1[nH]nnc2cc(Cl)ccc12 | 117&112 | 100&95 | 102&101 | 99&109 | 103&104 | 129&109 | 83&87 | 104&94 | 115&110
C#C[C@]1(O)CC[C@H]2[C@@H]3CC=C4c5sc(Nc6ccc(OC)nc6)nc5CC[C@]4(C)[C@H]3CC[C@@]21C | 49 | -21* | 20 | 66 | -49* | -4.6* | -9.0* | -66* | 85
C/C(=N\N=C(/C)C1CC(CC(=O)O)C1(C)C)C1CC(CC(=O)O)C1(C)C (configuration not stated) | nt | 106 | 111 | 114 | 112 | 115 | 102 | 107 | 97
O=C1CSC(c2ccc(F)cc2)N1NC(=O)C(O)(c1ccccc1)c1ccccc1 (configuration not stated) | 100 | 108 | 98 | nt | 142 | 99 | 85 | 87 | 109
COc1cc(C(=O)/C(C)=C/c2c[nH]c3ccccc23)cc(OC)c1OC | -39* | 30 | 16 | 15 | 2.1* | 5.6* | 36 | 9.9* | nt
CC(=O)O[C@@H]1/C=C/C(=O)N[C@@H](C)CCC/C=C/[C@@H]2CCC[C@H]21 | 114 | 112 | 108 | 98 | 104 | 110 | 95 | 114 | 93
COc1cc(Cn2c(SCCN3CCOCC3)nc3ccccc3c2=O)cc(OC)c1OC | 101 | 106 | 102 | nt | 93 | 104 | 85 | 96 | 97
CCOC(=O)/C=C1\S/C(=N\Nc2cc(=O)[nH]c3ccc(OC)cc23)N(c2ccccc2)C1=O | 96 | 95 | 92 | 115 | 94 | 108 | 91 | 93 | 101
COc1ccc2c(c1)C(=O)/C(=C/c1ccc(OCC(=O)Nc3nccs3)cc1)O2 | 55 | -24* | 21 | 113 | 16 | 3.7* | -91* | 76 | 127
Nc1ccc(-c2ccc(F)cc2F)nc1NC(=O)N1Cc2cn(CC3COC3)nc2C1 | 115 | 83 | 88 | 91 | 54 | 89 | 92 | 99 | 87
N#C/C(=C\NC(=S)Nc1cc(Cl)ccc1Cl)c1nc2ccccc2s1 | 99 | 103 | 100 | 107 | 92 | 96 | 78 | 102 | 94
COc1ccc(Cc2cc(-c3ccccc3)n[nH]c2=O)cc1 | 135 | 103 | 111 | 91 | 68 | 113 | 95 | 105 | 110
COc1cc(NC(=O)COc2cc(C)nc3ccc(OC)cc23)cc(OC)c1 | 69 | 100 | 97 | 101 | 90 | 92 | 77 | 91 | 94
COC1CCC2CC(C(=O)N3CCC(CC(=O)NCC4CCC5OCOC5C4)CC3)NC2C1 (configuration not stated) | 83 | 79 | 71 | 75 | nt | 102 | 17 | 69 | 64
CCCCCCCCCCCC(=O)N1CCOCC1 | nt | 96 | 94 | 88 | 92 | 98 | 95 | 98 | 101
C[C@H]1[C@H](C)CC[C@]2(C(=O)O)CC[C@]3(C)C(=CC[C@@H]4[C@@]5(C)C/C(=C/c6ccccn6)C(=O)C(C)(C)[C@@H]5CC[C@]43C)[C@H]12 | 102 | 83 | 61 | 85 | 49 | 91 | 79 | 56 | 61
O=C1c2c[n+](Cc3ccccc3)ccc2-c2nc3ccccc3c3ccnc1c23 | -90* | -13* | 2.7* | -53* | -31* | -25* | -81* | 19 | -18*
NC(=O)C1CC1 | 114 | 107 | 107 | 106 | 104 | 104 | 88 | 99 | 94
CCCCCCC(C(=O)OCC)C(=O)OCC | 97 | 100 | 102 | 102 | 105 | 103 | 110 | 106 | 96
Cc1ccc(-c2nc3ccc(C(=O)N=Nc4c(O)[nH]c5ccc([N+](=O)[O-])cc45)cc3[nH]2)cc1 | 71 | 42 | 104 | 54 | 13 | 67 | 78 | 104 | 105

Compounds above that have sulfur:
SMILES | COLO 205 | SW-620 | KM12 | HCC-2998 | HCT-116 | HT29 | SNB-75 | HCT-15 | NCI-H322M
C#C[C@]1(O)CC[C@H]2[C@@H]3CC=C4c5sc(Nc6ccc(OC)nc6)nc5CC[C@]4(C)[C@H]3CC[C@@]21C | 49 | -21* | 20 | 66 | -49* | -4.6* | -9.0* | -66* | 85
O=C1CSC(c2ccc(F)cc2)N1NC(=O)C(O)(c1ccccc1)c1ccccc1 (configuration not stated) | 100 | 108 | 98 | nt | 142 | 99 | 85 | 87 | 109
COc1cc(Cn2c(SCCN3CCOCC3)nc3ccccc3c2=O)cc(OC)c1OC | 101 | 106 | 102 | nt | 93 | 104 | 85 | 96 | 97
CCOC(=O)/C=C1\S/C(=N\Nc2cc(=O)[nH]c3ccc(OC)cc23)N(c2ccccc2)C1=O | 96 | 95 | 92 | 115 | 94 | 108 | 91 | 93 | 101
COc1ccc2c(c1)C(=O)/C(=C/c1ccc(OCC(=O)Nc3nccs3)cc1)O2 | 55 | -24* | 21 | 113 | 16 | 3.7* | -91* | 76 | 127
N#C/C(=C\NC(=S)Nc1cc(Cl)ccc1Cl)c1nc2ccccc2s1 | 99 | 103 | 100 | 107 | 92 | 96 | 78 | 102 | 94

Other entries:
SMILES | COLO 205 | SW-620 | KM12 | HCC-2998 | HCT-116 | HT29 | SNB-75 | HCT-15 | NCI-H322M
NS(=O)(=O)c1ccc(Nc2nc3n[nH]c(Nc4cccc(Cl)c4)c3c(=O)[nH]2)cc1 | 109 | 101 | 99 | 106 | 101 | 100 | 79 | 100 | 103
Cc1ccc2nc(NC(=O)CSc3nc(NN)c(C#N)c(-c4ccccc4)n3)sc2c1 | 110 | 101 | 111 | 100 | 102 | 104 | 97 | 105 | 101
ClC(c1ccccc1)(c1ccccc1)C(Cl)(c1ccccc1)c1ccccc1 | 104 | 86 | 76 | 96 | 51 | 61 | 107 | 83 | 98
O=C(O)c1ccc(-c2nn(-c3ccc(C(=O)O)cc3)cc2/C=N/Nc2c(F)c(F)cc(F)c2F)cc1 | 111 | 110 | 100 | 100 | 100 | 100 | 105 | 107 | 100
CCOC(=O)C(=O)/C(=C/n1c(=S)[nH]c2cc(C)ccc21)C(=O)OCC | 109 | 95 | 98 | 93 | 100 | 101 | 104 | 105 | 92
Nc1nonc1-c1nc2ccccc2n1CC(=O)NCc1ccc(F)cc1 | 119 | 103 | 93 | 104 | 93 | 90 | 91 | 91 | 96
O=C1NN=C2CCCCCC12 (configuration not stated) | 106 | 102 | 102 | 102 | 113 | 102 | 97 | 95 | nt
O=C(O)C1CN(c2cccc(Cl)c2)N(c2cccc(Cl)c2)C1=O (configuration not stated) | 95 | 98 | 81 | 103 | 97 | 96 | 77 | 92 | 84
O=C(NC(Cc1nnc2n(Cc3ccccc3)c(=O)c3c4c(sc3n12)CCCC4)c1ccccc1)c1ccccc1 (configuration not stated) | 107 | 101 | 108 | 108 | 81 | 106 | 81 | 138 | 93
CC1=CC(=O)OC(C)(C)C1 | 109 | 110 | 108 | 102 | 116 | 110 | 111 | 103 | 108
NS(=O)(=O)c1ccc(NC(=O)CN2C(=O)C(=O)c3ccccc32)cc1 | 144 | 113 | 106 | 103 | 105 | 107 | 103 | 111 | 104
S=C1NC2(c3ccccc3)CCC(=S)N2c2ccccc21 (configuration not stated) | 117 | 108 | 108 | 127 | 103 | 105 | nt | 102 | 96
COc1cc(CSc2nc3ccc(C)cc3c(=O)n2-c2ccccc2)cc(OC)c1OC | -24* | 30 | 25 | 50 | 27 | 14 | -7.5* | 30 | 47
CC(=O)OC1CC2C(C)(CCC3C2(C)CCC2(C)C4CC(C)(C)CCC4(C)CCC32C)C1C (configuration not stated) | 101 | 91 | 111 | 107 | 93 | 102 | 95 | 105 | 96
NS(=O)(=O)c1ccc(-n2cc(CC=O)nn2)cc1 | 121 | 109 | 112 | 98 | 108 | 101 | 90 | 100 | 111
COc1ccc(/C=C2\CN(C)Cc3c2nc(N)c(C#N)c3-c2ccc(OC)c(OC)c2)cc1OC | 104 | 94 | 105 | 93 | 100 | 107 | 74 | 95 | 100
CC1(c2ccccc2O)N=C(N)Nc2nc3ccccc3n21 (configuration not stated) | 91 | 111 | 106 | nt | 107 | 111 | 108 | 107 | 128
Cc1cnc(SCc2ccccc2Cl)nc1SCc1ccccc1Cl | 118 | 90 | 97 | 111 | 80 | 84 | 120 | 102 | 96
CCCNc1ncc2ncn(CCC)c2n1 | 122 | 112 | 113 | 115 | 101 | 117 | 102 | 102 | 133
CC(C(=O)O)N1C(N)=NNC1c1ccccc1O (configuration not stated) | 103 | 96 | 94 | 93 | 87 | 99 | 74 | 68 | 82
Cc1ncccc1CNc1nc2ccc(OC/C(=C\F)CN)cc2o1 | 106 | 111 | 114 | 104 | 97 | 112 | 112 | 105 | 95
Cc1cc(N(CCNc2ccnc3cc(Cl)ccc23)Cc2ccco2)nc(Cl)n1 | -53* | -36* | 26 | 62 | -97* | -33* | -89* | 1.4* | 13
O=S(=O)(O)c1ccc2ccc(O)cc2c1 | nt | 105 | 105 | 92 | 92 | 104 | 92 | 104 | 106
CCOc1ccc(C(CC)Oc2ccc(C(=O)O)cc2C(F)(F)F)nc1 (configuration not stated) | 126 | 105 | 104 | 106 | 101 | 111 | 102 | 100 | 102
O=c1[nH]c(O)c(/C=C2\C=c3ccccc3=N\C2=N\c2nc3ccccc3s2)s1 | 118 | 90 | 95 | 104 | 89 | 120 | 69 | 92 | 83
CN1CCN(CC(=O)Sc2nc(-c3ccco3)cc(-c3ccc(Cl)cc3Cl)n2)CC1 | 67 | 99 | 88 | 95 | 38 | 39 | 81 | 79 | 94
CC(C)NC(=S)Nc1ncccc1OCc1cccc(Cl)c1 | nt | 95 | 105 | 99 | 79 | 83 | 94 | 97 | 97
Cc1nn(-c2ccccc2)c2ncnc(Nc3ccc(OCCCBr)cc3)c12 | 105 | 108 | 100 | 107 | 81 | 58 | 115 | 90 | nt
O=C1C(SCCO)=C(SCCO)C(=O)C(SCCO)=C1SCCO | 112 | nt | 102 | 102 | 110 | 111 | 97 | 105 | 106
OC1CCN(C2=Nn3c(nnc3-c3cc(C(F)(F)F)cc(C(F)(F)F)c3)SC2)CC1 | 109 | 107 | 97 | nt | 101 | 100 | nt | 96 | 95
Oc1ccc(-c2nnc(Nc3ccc(Br)cc3)o2)cc1 | 111 | 106 | 99 | 101 | 95 | nt | 89 | 99 | 97
O=C(Nc1ccccc1)P(=O)(O)c1ccccc1 | 114 | 101 | 100 | 97 | 98 | 114 | 79 | 99 | 119
O=c1ccn([C@@H]2C=C(CO)[C@@H](O)[C@H]2O)c(=O)[nH]1 | 110 | 108 | 102 | 93 | 98 | 97 | 83 | 104 | 105
CC(C(=O)NO)N1C(/N=C/c2ccccc2)=NNC1(C)c1ccccc1O (configuration not stated) | 101 | 104 | 96 | 102 | 80 | 113 | 90 | 101 | 98
CN1CCN(Cc2ccc(NC(=O)c3cc(C#Cc4cnc(N)c5ncccc45)n(C)n3)cc2C(F)(F)F)CC1 | 115 | 88 | 88 | 128 | 96 | 91 | 142 | 58 | 127
CCCn1cnc2c(=S)nc(N)[nH]c21 | 127 | 107 | 105 | nt | 106 | 114 | 110 | 105 | 109
C=CCn1c(SCC(=O)Nc2ccc(C(=O)/C=C/c3ccccc3)cc2)nnc1-c1ccc(Cl)cc1 | 100 | 87 | 75 | 81 | 22 | 78 | 61 | 81 | 88
O=C(O)CCN1C(=O)/C(=C/c2ccc(O)cc2O)SC1=S | 125 | 110 | 95 | 114 | 103 | 110 | 104 | 84 | 95
Cc1cc2nc3c4ccccc4n(CC(=O)O)c3nc2cc1C | 132 | 103 | 97 | 131 | 107 | 111 | 86 | 100 | 103
CN(C)c1ccc2c(c1)OC(N)=C(C#N)C2c1ccc2c(c1)CCO2 (configuration not stated) | -26* | 32 | 24 | 37 | 5.3* | 9.0* | 41 | 18 | 51
O=C(CN1CCN(c2cc(=O)n(-c3ccccc3)c3ccccc23)CC1)Nc1cccc(C(F)(F)F)c1 | 69 | 75 | 65 | 85 | 43 | 71 | 65 | 48 | 82
CC1=CC(=O)OC(C)(C)O1 | 118 | 100 | 111 | 115 | 107 | 94 | 87 | 104 | 108
O=C1c2cccc3cccc(c23)C(=O)N1N1C(=O)c2cccc3c(N4CCNCC4)ccc(c23)C1=O | 95 | 79 | 82 | 79 | 58 | 87 | 92 | 51 | 88
CCCCCCOC(=O)c1ccccn1 | 130 | 100 | 137 | 119 | 106 | 113 | 86 | 120 | 82
COC(=O)/C=C1/CC[C@H]2[C@@H]3CCC4=CC(=O)CC[C@]4(C)[C@H]3C(=O)C[C@]12C | nt | 118 | 115 | 98 | 87 | 93 | 109 | 92 | 98
O=C(O)c1c(Cl)c(Cl)c(Cl)c(Cl)c1C(=O)OCC1CCCO1 (configuration not stated) | 108 | 109 | 97 | 110 | 102 | 106 | 96 | 106 | 90
C=C(C)CN1C(=O)c2ccccc2C1=O | 112 | 109 | 106 | 104 | 101 | 105 | 94 | 105 | 108
CCCC(=O)Nc1c(I)cc(I)c(CC(CC)C(=O)O)c1I (configuration not stated) | 110 | nt | 104 | 103 | 97 | 122 | 97 | 107 | 101
C=CCc1c(C)cc(C)c(C)c1O | 135 | 99 | 119 | 103 | 108 | 98 | 126 | 123 | 110
O=C1/C(=C/c2ccc(B(O)O)cc2)Oc2ccccc21 | 111 | 100 | 109 | 95 | 99 | 100 | 99 | 110 | 98

Rewritten with tabs: 2 of the compounds above
molecule	COLO 205	SW-620	KM12	HCC-2998	HCT-116	HT29	SNB-75	HCT-15	NCI-H322M
O=C(CN1CCN(c2cc(=O)n(-c3ccccc3)c3ccccc23)CC1)Nc1cccc(C(F)(F)F)c1	69	75	65	85	43	71	65	48	82
O=C(O)c1c(Cl)c(Cl)c(Cl)c(Cl)c1C(=O)OCC1CCCO1 (configuration not stated)	108	109	97	110	102	106	96	106	90

An unsorted share of the library; about 12% have a hit in one of these screens.
